# EBNA-1 inhibitor – blocks EBNA-1 binding to DNA | EBNA-1 DNA binding, fluorescence polarization | inhibition, % at 14.8 µM | hit rate 0.34% among 300,000 | AID 1950; in the data active means inhibition above about 28%
# MCL1-BIM inh – MCL1-BIM-BH3 interaction inhibition (human). GST-MCL1 / FITC-Bim-BH3 fluorescence polarization. inhibition, % at 10.9 µM. hit rate 0.68% among 320,000;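 active means inhibition above the mean inhibition of all tested compounds plus 3 SD, set per campaign, cut at about 40% in these data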;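 further: 0% = DMSO wells and 100% = unlabeled Bim-BH3 peptide control; higher means more loss of mP so more displacement of Bim peptide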
# Efflux pump inh – blocks antifungal efflux pumps in multiplex yeast assay. S. cerevisiae Candida pump triplex, Nile Red efflux. inhibition, % at 10 µM. hit rate 0.44% among 330,000. AID 485275;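 active means plate passing quality check with inhibition over a set limit, or well fluorescence over plate mean plus 4 SD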;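 further: Nile Red retained in pooled yeast measured as flow cytometry median fluorescence; 0% = buffer negative control and 100% = Enniatin B positive control; higher means more Nile Red kept so more efflux inhibition; some compounds called inactive have numbers as strong as hits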
# Bcl-xL primary – Bcl-xL (human) inhibition; Q07817; GST-Bcl-xL / FITC-Bim BH3 peptide fluorescence polarization; inhibition, % at 10.9 µM; hit rate 0.7% among 320,000; AID 2129;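 active means inhibition above the mean of all tested compounds plus 3 SD, cutoff set per campaign, cut at about 30% in these data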;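 further: 0% = DMSO wells and 100% = unlabeled Bim-BH3 peptide competitor; inhibitors lower millipolarization by displacing the labeled peptide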
# Target sequence (Q07817 whole entry, looked up): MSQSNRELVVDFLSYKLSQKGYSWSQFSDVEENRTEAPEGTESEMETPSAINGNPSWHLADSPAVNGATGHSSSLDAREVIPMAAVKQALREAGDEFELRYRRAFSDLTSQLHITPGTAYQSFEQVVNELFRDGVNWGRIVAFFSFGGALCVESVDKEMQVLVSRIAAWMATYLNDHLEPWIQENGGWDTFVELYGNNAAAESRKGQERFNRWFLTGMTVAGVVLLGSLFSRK
# MEX-5 binding – C. elegans MEX-5 TCR-2 RNA binding activity. hit rate 0.38% among 300,000. MEX-5/FITC-TCR2 RNA binding, fluorescence polarization; stronger effect = lower value. activity score (negative = inhibition of binding), % at 10 µM. Q9XUB2;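 active means inhibition past about -25% in most replicates, and total fluorescence under double the plate's negative control median, limit read from the data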;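 further: 0% = DMSO and -100% = 5 µM competing unlabeled TCR2 RNA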
# Target sequence (Q9XUB2 whole entry, looked up): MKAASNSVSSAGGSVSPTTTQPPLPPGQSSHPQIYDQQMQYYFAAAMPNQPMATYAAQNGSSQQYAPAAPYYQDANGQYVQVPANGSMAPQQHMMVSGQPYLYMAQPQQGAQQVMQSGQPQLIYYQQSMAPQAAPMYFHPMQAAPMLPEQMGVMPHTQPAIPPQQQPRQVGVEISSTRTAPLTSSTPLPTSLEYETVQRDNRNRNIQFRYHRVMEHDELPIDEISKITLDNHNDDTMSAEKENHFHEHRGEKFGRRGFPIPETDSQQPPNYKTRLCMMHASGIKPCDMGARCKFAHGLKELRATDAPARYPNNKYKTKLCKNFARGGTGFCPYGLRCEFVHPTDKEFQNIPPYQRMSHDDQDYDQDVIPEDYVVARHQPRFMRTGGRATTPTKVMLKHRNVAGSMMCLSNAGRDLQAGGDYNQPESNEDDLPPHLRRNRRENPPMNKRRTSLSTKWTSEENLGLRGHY
# ZTA counter – blocks Epstein-Barr virus ZTA, an EBNA-1 counter-screen; ZTA-DNA binding, fluorescence polarization; inhibition, % at 11 µM; hit rate 0.15% among 320,000; in the data active means inhibition above about 33%
# Target sequence (P03206 whole entry, looked up): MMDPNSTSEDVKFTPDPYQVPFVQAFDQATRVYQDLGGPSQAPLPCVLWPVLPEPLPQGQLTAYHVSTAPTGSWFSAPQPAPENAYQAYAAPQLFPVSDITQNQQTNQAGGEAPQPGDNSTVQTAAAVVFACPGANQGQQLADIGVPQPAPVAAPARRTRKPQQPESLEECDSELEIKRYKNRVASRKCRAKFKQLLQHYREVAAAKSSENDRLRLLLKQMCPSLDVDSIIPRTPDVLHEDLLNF
# CR mimetic SO – caloric restriction mimetics inhibiting age-related superoxide in yeast. AID 2690. S. cerevisiae aged cells, superoxide DHE fluorescence; stronger effect = lower value. hit rate 0.18% among 330,000. superoxide response (% of plate mean), % at 10 µM;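 active means superoxide response under a set limit, about three screen SD below normal, cut at about 65% in these data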;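 further: yeast aged for seven days with compound at 30 °C before DHE staining; 100% = average MFI of all compound-treated wells on the plate with controls excluded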
# GLD-1 RNA inh – GLD-1-TGE RNA interaction inhibition (C. elegans) | hit rate 0.44% among 320,000 | inhibition, % at 5.96 µM | Q17339 | purified GLD-1 + fluorescein TGE RNA, fluorescence polarization | AID 2280;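 active means percent inhibition above a per-plate cutoff, the plate mean of test compounds plus 3 SD, cut at about 30% in these data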;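 further: 0% = DMSO wells with GLD-1 and probe and 100% = wells lacking GLD-1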
# Fam108B counter – Fam108B inhibition, counter-screen for RBBP9 inhibitors; recombinant Fam108B, FP-Rh probe fluorescence polarization; inhibition, % at 9.51 µM; hit rate 0.33% among 300,000; AID 1947;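 active means inhibition above the screen mean inhibition plus 3 SD, computed separately per campaign, cut at about 18% in these data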;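 further: inhibitors lower polarization as less probe binds the enzyme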
# An asterisk follows results filed as active; x = no result given.
SMILES,EBNA-1 inhibitor,MCL1-BIM inh,Efflux pump inh,Bcl-xL primary,MEX-5 binding,ZTA counter,CR mimetic SO,GLD-1 RNA inh,Fam108B counter
Cc1ccc2c(c1)C1CN(C)CCC1N2C(=O)COc1ccc(S(=O)(=O)N2CCOCC2)cc1 (configuration not stated),5,-2,0.0,8,-1.0,0,100,-2,-1
CC12CN3CC(C)(CN(C1)C3c1ccco1)C2=O (configuration not stated),-4,2,-0.1,0,2.8,5,101,2,0
Cn1c(O)c(C=Nc2ccc(Br)cc2)c(=O)n(C)c1=O,4,13,-0.1,7,0.2,-7,110,-2,-4
O=c1[nH]c(=S)n(C2CC2)c(O)c1C=Nc1cccc(C(F)(F)F)c1,3,-8,-0.4,-1,2.9,3,96,1,-7
COc1cccc(-n2c(=S)[nH]c3ccccc3c2=O)c1,-1,16,0.0,7,-0.4,-20,88,7,0
Cn1ncc(Cl)c1C(=O)N1CCC2(CC1)OCCO2,17,3,0.1,9,-1.2,9,98,5,-1
Nc1ccc2cc(Br)ccc2c1,-12,4,0.0,5,2.7,-4,97,-3,2
C(=NC12CN3CN(CN(C3)C1)C2)c1cccs1,4,2,-0.2,-1,0.6,-8,72,5,9
CC1CCC[C@H](O)CCCCCc2cc(O)cc(O)c2C(=O)O1 (some centres not stated),5,6,0.1,3,1.2,8,106,10,1
COC(=O)C1=C(c2ccccc2)C[C@@H]2CC[C@H]1N2C(=O)N1CCOCC1,-9,5,0.1,4,1.0,6,99,6,3
C[C@]12CC[C@H](O)CC1=CC[C@@H]1[C@@H]2CC[C@]2(C)C(=O)CC[C@@H]12,-9,5,-0.1,0,1.7,-1,91,7,-2
CCC(C)NC(=O)CN1C(=O)CN=C(c2ccccc2)c2ccccc21 (configuration not stated),0,8,0.0,5,1.6,15,107,5,1
Cc1oc(-c2ccc(Cl)cc2)nc1CS(=O)CC(=O)N1CCC2(CC1)OCCO2 (configuration not stated),6,10,0.1,8,-1.8,2,102,0,6
CCCCCn1c(=O)c(C(=O)Nc2nc(CC(=O)OCC)cs2)c(O)c2ccccc21,6,4,0.1,3,1.0,2,77,1,4
COc1ccc(-c2nc3ccc(C(=O)N4CCC5(CC4)OCCO5)cc3nc2-c2ccc(OC)cc2)cc1,-16,1,0.4,0,4.9,1,145,-3,-7
Cc1nn(Cc2ccccc2)c(C)c1C(=O)OCC(=O)Nc1cccc(S(N)(=O)=O)c1,10,-1,0.2,-2,1.7,9,81,-3,-2
CCC(=O)c1cn(Cc2ccccc2)c2ccccc12,-22,5,0.0,0,0.5,8,95,-3,4
c1ccc2c(N3CCNCC3)cccc2c1,7,-3,-0.1,1,1.1,-2,100,1,3
O=P1(NCCCl)OCCCN1CCCl (configuration not stated),1,0,-0.3,0,x,-10,95,0,3
CCCCn1c(=O)c(C=Nc2cccnc2Cl)c(O)n(CCCCl)c1=O,4,-51,-0.2,-28,2.8,10,160,-31,-2
O=C1NC(=O)N(Cc2ccccc2)C(=O)/C1=C/c1cnc(-c2ccccc2)nc1,8,0,-0.1,-9,2.5,1,104,-13,-3
CNC(C(=O)c1ccccc1)C(OC)c1ccc(C)cc1 (configuration not stated),-4,-6,-11,0,0.0,13,97,-1,0
CCCCC(=O)C1C(=O)NC(=O)NC1=O,-5,3,0.0,2,-2.7,-5,122,10,2
C[C@]12CCC(OC(=O)CCC(=O)O)CC1=CCC1C2CC[C@]2(C)C(=O)CCC12 (some centres not stated),-3,1,0.0,1,1.5,4,100,-2,-5
Cn1c(N2CCNCC2)nc2ccccc21,5,5,-0.1,3,-5.3,5,87,4,-3
COC(=O)C1=C(c2c(C)noc2C)C[C@@H]2CC[C@H]1N2C(=O)NCCOc1ccccc1Cl,x,-2,0.0,-3,x,-8,103,2,x
COc1cc(OC)c(OC)cc1CNCCc1cccc(F)c1,-6,-6,0.1,0,2.4,-1,101,-2,-3
CC(C)CCn1c(=O)c(C(=O)NCc2ccco2)c(O)c2ccccc21,-9,-2,0.1,-6,-0.4,8,96,7,-5
COc1ccc(-n2c(-c3ccccc3Br)nc3ccccc3c2=O)cc1,7,2,-0.1,5,-1.6,8,94,-2,5
COc1ccccc1NC(=O)COC(=O)c1cn(C)c2ccccc12,x,1,0.7,-2,x,10,96,-4,x
Cc1ccc(-c2nc3ccccc3c(=O)n2-c2cc(C)ccn2)cc1,6,10,-0.6,7,-0.8,-10,85,-3,-1
O=c1[nH]c(=O)n(CCC2=CCCCC2)c(O)c1/C=N/Nc1ccccc1,1,35,-0.1,12,x,9,98,2,4
COC(=O)C1=C(c2cccc(OCc3ccccc3)c2)C[C@@H]2CC[C@H]1N2C(=O)NCc1ccc(Cl)cc1,x,1,0.0,-2,x,3,98,-8,x
CCOc1cc(-c2nc3c(C)cccn3c2NCC2CCCO2)ccc1O (configuration not stated),-1,-3,0.1,-1,2.2,-5,104,1,0
O=C1NC(=O)N(c2ccc(F)cc2)C(=O)/C1=C/c1ccsc1,-1,-8,-0.1,-6,4.3,-10,97,-24,3
C=CCn1c(O)c(C(C)=Nc2ccc3c(c2)CCC3)c(=O)[nH]c1=O,-8,-5,0.2,-1,0.0,-3,115,-3,-6
O=C1/C(=C/c2cc3c(cc2Cl)OCO3)N2CCC1CC2,2,6,1.3,4,-0.6,2,93,54*,4
CN1CCN(c2nc(N)c(Br)c(Cl)n2)CC1,10,-4,-0.1,13,1.9,15,127,4,0
CC1=C(C/C(C)=C/c2ccccc2)/C(=C/CO)[C@H](O)[C@](C)(O)C12CC2,-1,-4,x,0,0.1,-6,x,-5,4
COCCNC(=O)c1c(NC(=O)c2ccc(Br)o2)n(Cc2ccccc2)c2nc3ccccc3nc12,-4,10,-13,3,-15,3,80,8,10
Clc1cc(Cl)cc(NC2=NCCS2)c1,0,3,-0.1,4,-1.3,-3,101,1,-1
COc1ccc(CCn2c(O)c(C=Nc3ccc(NC(C)=O)cc3)c(=O)[nH]c2=O)cc1OC,9,-30,0.1,-26,-9.1,60*,87,-2,-3
CCN1CCN(c2ccc(N)cc2)CC1,-14,0,0.2,5,2.5,2,98,-8,-3
COc1ccc(NC(=O)[C@@H](NC(=O)N2C[C@H]3C[C@@H](C2)c2cccc(=O)n2C3)C(C)C)cc1,-8,1,0.0,5,0.0,-4,94,-6,-4
C1CC2NCCC3NCCC(N1)N32 (configuration not stated),-3,-2,0.1,1,-0.3,-9,117,4,-1
O=C(/C=C/c1ccc(F)cc1)NC(=S)N1C[C@H]2C[C@H](C1)c1cccc(=O)n1C2,3,11,-0.1,9,1.5,-2,80,2,-1
O=C(CN1CCCCC1)Nc1ccc(Br)cc1C(=O)c1ccccc1Cl,4,4,-0.1,2,3.6,4,99,1,-2
CCOC(=O)c1cn2nc(OP(=S)(OCC)OCC)cc2nc1C,3,4,0.0,5,0.0,5,99,1,-5
CC(=O)c1cccc(NC2=NCC(C)S2)c1 (configuration not stated),3,0,0.1,3,3.0,1,96,2,-3
COc1ccc(OCCOc2cccc(C=C3C(=O)NC(=O)NC3=O)c2)cc1,6,3,0.0,-1,0.9,20,102,5,1
# (continued)
SMILES,EBNA-1 inhibitor,MCL1-BIM inh,Efflux pump inh,Bcl-xL primary,MEX-5 binding,ZTA counter,CR mimetic SO,GLD-1 RNA inh,Fam108B counter
CCN(CC)C(=O)c1ccc(NC(=O)c2cccc(S(=O)(=O)N3CCN(Cc4ccccc4)CC3)c2)cc1,-7,4,0.0,4,-2.7,2,113,1,-1
COc1ccccc1N1CCN(Cc2ccccc2)CC1,-9,-6,-0.1,-1,-1.1,-26,96,0,0
CC(C)c1ccc(-n2c(O)c(C=NC(CCS(C)=O)C(=O)O)c(=O)[nH]c2=S)cc1 (configuration not stated),-8,-7,0.3,-3,0.9,1,115,-10,-1
CCN1CCN(C(=O)COc2ccc(S(=O)(=O)N3CCOCC3)cc2C)CC1,6,-9,0.1,-2,-1.6,5,99,-4,2
OC(c1ccccc1)(c1ccccc1)C1CCCN1 (configuration not stated),5,-2,0.0,2,-0.9,-6,105,5,-4
Cc1ccc(-n2c(-c3ccc([N+](=O)[O-])cc3)nc3ccccc3c2=O)cc1,0,4,-0.1,-1,-2.1,8,80,3,2
CC1C2Cn3c(nc4ccccc43)C1N(C)O2 (configuration not stated),2,5,0.0,3,-0.2,-4,101,-2,1
CN1CCN(Cc2ccc(OC(F)(F)F)cc2)CC1,-10,7,0.2,2,-4.5,18,108,-5,-4
Cc1ccc(Cn2nnnc2CN2CCC(n3nnc4cc(C(F)(F)F)ccc43)CC2)cc1,3,-8,0.4,2,6.1,3,106,2,3
Fc1ccc2c(c1)nnn2C1CCN(Cc2nnnn2C2CCCCC2)CC1,2,4,-0.1,1,1.3,13,112,-7,-4
Cc1c(NP(=S)(C(C)(C)C)C(C)(C)C)c(=O)n(-c2ccccc2)n1C,-2,-1,-0.2,4,2.9,10,103,2,-3
O=S(=O)(c1ccccc1)N1CN2CCN(C2)C1,-6,2,-0.1,0,-0.4,-2,106,-4,-4
CCCCn1c(O)c(C(CC)=NCc2ccc(F)cc2)c(=O)[nH]c1=O,1,1,0.3,1,-1.8,-15,103,7,6
COC(=O)C1=C(c2ccc(F)cc2F)C[C@@H]2CC[C@H]1N2C(=O)NC(C)C,x,1,0.0,6,x,-11,116,6,x
COc1ccc2c(c1)[C@@]13CCC=C[C@H]1[C@@H](C2)NCC3,-9,2,-0.1,4,x,7,106,3,2
CC(=O)O[C@@]12CO[C@@H]1C[C@H](OC1OCC(O)C(O)C1O)[C@@]1(C)C(=O)[C@H](O)C3=C(C)[C@@H](OC(=O)[C@H](O)[C@@H](NC(=O)c4ccccc4)c4ccccc4)C[C@@](O)([C@@H](OC(=O)c4ccccc4)C12)C3(C)C (some centres not stated),8,-6,0.4,1,0.6,-3,99,-3,0
O=C(C1CCCN(c2nnc(-n3cccc3)s2)C1)N1CCC2(CC1)OCCO2 (configuration not stated),7,3,-0.2,2,1.4,-12,99,2,1
CCC(=NCC1CCCO1)c1c(O)n(-c2ccc(Cl)cc2)c(=O)[nH]c1=O (configuration not stated),-1,7,0.2,1,-0.5,-9,114,1,0
COc1ccc2c(c1O)C13CCN(C)C(C2)C1CCC(=O)C3 (configuration not stated),3,4,0.0,5,-0.1,7,91,9,-2
CCn1c(O)c(N=Nc2ccc(S(=O)(=O)N3CCOCC3)cc2)c(=O)n(CC)c1=S,-8,9,0.1,3,-0.7,-7,106,4,6
O=C1C2C3CCC(O3)C2C(=O)N1CCO (configuration not stated),15,3,0.2,7,-0.9,11,95,1,0
Cc1ccc2c(c1)CC1(CN2C)C(=O)NC(=O)N(CCC2=CCCCC2)C1=O (configuration not stated),7,10,0.0,8,-1.5,9,107,2,-3
CNCC1(c2ccccc2)CCCC1,-9,7,0.4,9,0.9,2,123,5,2
CCN(CC)C(=O)c1ccc(NC(=O)CN2CCc3cc(OC)c(OC)cc3C2)cc1,14,6,-0.1,6,-0.5,-17,83,4,0
Cc1cccc(OCC(=O)N2CCN(Cc3ccncc3)CC2)c1,-14,5,0.1,2,1.5,-5,86,1,1

# Source: PubChem

# These rows are one share of the data; count on the stated rates, not on these rows.
